# Source: PubChem BioAssay (Broad Institute)
# PAX8 reporter: inhibitors of PAX8-driven TPO luciferase reporter, primary screen, RMG-I cells, single concentration | SteadyGlo, 24 h | inhibition, % at 12.6 µM | 360,000 tested, 1.2% active | AID 652154, 2013;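 active = mean replicate inhibition at least 60% with every replicate also reaching 60%; inconclusive = only one of the two criteria is met; inactive = mean below 60% and not all replicates reaching 60%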;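 note: luciferase light reporting Pax8 driven TPO promoter activity; plate controls were median of neutral control wells for no effect and mitoxantrone controls for full effect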
# ARNT-TACC3 inh: disruptors of ARNT/TACC3 protein interaction, primary screen, biochemical, AlphaScreen, single concentration | 390,000 tested, 0.66% active | Transforming acidic coiled-coil-containing protein 3 (Homo sapiens), Q9Y6A5 | AlphaScreen His-ARNT PAS-B/GST-TACC3 binding, luminescence; TACC3 fragment carries E629A point mutation | AID 623870, 2012 | inhibition, % at 9.99 µM;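 active = mean inhibition of replicates at least 50% and at least half of replicates each reaching 50%; inconclusive = half or more replicates reach 50% but mean below 50%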;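 note: 0% = complete ARNT plus TACC3 wells and 100% = ARNT alone without TACC3; many hits fall short of the cut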
# Xi reactivation: activators of inactive X chromosome reactivation, primary screen, imaging, XiGFP fibroblasts, GFP high-content imaging, set 2; XiGFP mouse fibroblasts, % GFP-positive cells imaging, 3 d; cells co-treated with 5-aza-dC sensitizer; scaled so ellipticine positive control = 100%; activation, % at 7.58 µM; 360,000 tested, 0.055% active; AID 743238, 2013;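 active = mean normalized replicate activation at least 10% and every replicate at or above 10%; inconclusive = only one of the two criteria met; inactive = mean below 10% and not all replicates reach 10%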;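 note: 0% = median of on-plate neutral control wells and 100% = ellipticine 6 µM median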
#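 System: 68-5-11 XiGFP fibroblast line; Timing: 3 days compound exposure; Compound dosing: one concentration, pinned; Benchmarks: positive control ellipticine, 6 µM final; Buffer or medium: DMEM containing 5-aza-dC.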
# DENV2 CPE rescue: inhibitors of DENV2 cytopathic effect, primary screen, cell-based, plate reader, single concentration | DENV2-infected cells, cytopathic effect rescue | CPE inhibition, % at 9.99 µM | 350,000 tested, 1.7% active | AID 651640, 2012; in the data active = CPE inhibition above about 20%, passing the limit was not always enough; inconclusive = no clear call, values can overlap the other calls; tested in BHK-21 cells;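 note: 0% = median of neutral control wells and 100% = median of positive control wells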
# F508del corr: F508del CFTR correction, initial screen, CFBE line, single point; CFBE cells, YFP halide quenching; stimulated with forskolin plus potentiator P3; % fluorescence drop versus neutral controls; activity (quench increase), % at 7.58 µM; 350,000 tested, 0.36% active; AID 720511, 2013;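 active = mean added fluorescence quench of at least 8% versus neutral control, with both replicates also reaching 8%; inconclusive = only one of the mean or replicate conditions met; inactive = mean below 8% and not both replicates reaching 8%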;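 note: cells transiently co-express mutant CFTR-F508del with the halide-sensitive YFP; corrector assay measuring rescue of mutant channel to the surface after 24 h compound exposure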
# ERp5 block: inhibitors of ERp5-driven insulin aggregation, primary screen, biochemical, turbidity, absorbance 650 nm, single point. inhibition, % at 9.99 µM. 90 min. 350,000 tested, 0.05% active;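 active = mean replicate inhibition above about 25%, with every replicate also reaching it, limit read from the data, passing the limit was not always enough; inconclusive = only one of those two criteria met; inactive = neither criterion met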
# Target sequence (Q15084 whole entry, looked up): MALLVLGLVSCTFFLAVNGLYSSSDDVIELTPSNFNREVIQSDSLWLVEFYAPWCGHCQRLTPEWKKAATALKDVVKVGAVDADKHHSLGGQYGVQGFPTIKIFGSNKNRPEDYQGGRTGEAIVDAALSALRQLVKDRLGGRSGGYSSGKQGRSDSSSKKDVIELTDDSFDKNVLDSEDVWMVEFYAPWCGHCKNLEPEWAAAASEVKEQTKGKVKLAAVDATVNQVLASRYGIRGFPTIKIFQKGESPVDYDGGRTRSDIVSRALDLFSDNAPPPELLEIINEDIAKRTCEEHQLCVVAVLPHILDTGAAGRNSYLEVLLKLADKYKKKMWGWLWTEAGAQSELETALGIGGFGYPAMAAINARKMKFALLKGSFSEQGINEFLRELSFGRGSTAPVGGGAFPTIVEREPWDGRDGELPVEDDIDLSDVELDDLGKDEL
# EWS-Fli inh: EWS/Fli-driven NR0B1 reporter inhibitors, primary screen, A673 cells, NR0B1 luciferase, luminescence, MLPCN library | viability-normalised | inhibition, % at 12.6 µM | 350,000 tested, 0.67% active | AID 651661, 2012;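 active = mean inhibition of at least 50% after viability correction, with every replicate also passing that limit; inconclusive = mean reaches 50% but only one of two replicates passes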;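 note: firefly luciferase signal divided by Alamar Blue viability fluorescence both relative to DMSO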
# INS-1E GSIS act: GLuc luminescence reporter in INS-1E cells, primary screen for activators of glucose-dependent secretion of insulin | INS-1E GLuc reporter insulin secretion, 2-3 h | activation, % at 16.6 µM | 370,000 tested, 0.61% active | AID 743287, 2014;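 active = lowest replicate activation of at least 40%, so every replicate reaches that level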;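 note: 0% = median of neutral control wells and 100% = median of IBMX positive control wells; some compounds called inactive have numbers as strong as hits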
# Starred values were filed as active, the others as inactive; u = inconclusive; x = not tested or not shown; & = joins results of further samples.
# Preview:
SMILES,PAX8 reporter,ARNT-TACC3 inh,Xi reactivation,DENV2 CPE rescue,F508del corr,ERp5 block,EWS-Fli inh,INS-1E GSIS act
C=Cc1ccc(Cn2c(=O)n(CCCOC)c(=O)c3sccc32)cc1,8.0,-1.7,0.0,-6.8,-0.2,-0.6,2.5,-0.2
COc1cc(/C=C(\NC(=O)c2cc(OC)c(OC)c(OC)c2)C(=O)NC(C(=O)O)c2ccccc2)cc(OC)c1OC (stereo not drawn),x,6.8,0.1,7.1,-0.9,1.7,x,15.0

# Main list, from the start:
SMILES,PAX8 reporter,ARNT-TACC3 inh,Xi reactivation,DENV2 CPE rescue,F508del corr,ERp5 block,EWS-Fli inh,INS-1E GSIS act
C=Cc1ccc(Cn2c(=O)n(CCCOC)c(=O)c3sccc32)cc1,8.0,-1.7,0.0,-6.8,-0.2,-0.6,2.5,-0.2
COc1cc(/C=C(\NC(=O)c2cc(OC)c(OC)c(OC)c2)C(=O)NC(C(=O)O)c2ccccc2)cc(OC)c1OC (stereo not drawn),x,6.8,0.1,7.1,-0.9,1.7,x,15.0
Cc1cc(C)cc(OCc2nnc(SCC(=O)NC3CC3)n2C)c1,6.8,18.8,0.0,3.8,1.5,-0.9,0.2,8.0
COC(=O)c1ccc(NC(=O)CS(=O)(=O)c2ccccc2)cc1,-35.1,-1.9,0.0,-1.2,-0.2,-1.3,-15.5,x
Cc1cccc2sc(NC(=O)C3c4ccccc4Oc4ccccc43)nc12,x,5.8,x,-5.0,-1.3,-8.5,4.1,2.0
O=C(NCc1c(Cl)cccc1Oc1ccccc1)c1ccccc1,-21.2,-8.7,-0.1,1.7,-1.2,2.4,1.8,4.3
CC(C)(C)NC(=O)CSc1nc(N)c(NC(=O)c2ccccc2F)c(=O)[nH]1,-68.2,2.3,0.0,-7.2,-1.1,2.4,-1.1,0.5
O=C(c1cc(Br)ccc1Cl)N1CCN(c2ncccn2)CC1,-0.1,-4.3,0.0,4.4,0.2,0.2,9.8,-7.7
CN1C(=O)c2cc(NC(=O)C3CC3)ccc2OC[C@@H]2O[C@@H](CC(=O)NCCN3CCCC3)CC[C@@H]21,-7.6,-0.7,-0.1,0.5,-2.6,x,-0.8,4.5
CCOc1ccccc1C(=O)NN1C(=O)CCC1=O,-1.4,-18.0,0.4,x,x,x,x,5.3
Cc1ccc(C(=O)Nc2ccc(F)c(S(=O)(=O)N3CCOCC3)c2)s1,-0.2,x,0.4,11.7,-2.6,3.8,1.1,-7.6
CC(C)NC(=O)Nc1ccc2c(c1)C(=O)N([C@@H](C)CO)C[C@H](C)[C@H](CN(C)C(=O)CCC(F)(F)F)OCCCC[C@H](C)O2,17.6,-1.1,0.4,u,-1.3,1.8,x,6.5
C[C@H]1CN([C@@H](C)CO)C(=O)Cc2cc(NC(=O)CCC(F)(F)F)ccc2O[C@H]1CN(C)S(=O)(=O)c1ccc(Cl)cc1,u,1.8&-1.0,0.0&0.0,4.7&-5.4,5.1&3.5,-1.2&9.0,55.9*,-15.0&-18.7
CC(CCc1ccco1)NC(=O)c1cccc2c1C(=O)N(C1CCCCC1)C2 (stereo not drawn),-15.1,1.2,0.0,x,-0.6,4.9,11.3,3.6
CCCCC(O)C1=C[N+](=O)CC=C1 (stereo not drawn),-26.7,x,0.1,-4.3,0.1,-7.0,7.2,6.2
O=C(NCCC1=CCCCC1)C1CCC(CNc2c(N3CCCCC3)c(=O)c2=O)CC1 (stereo not drawn),26.0,-2.1,0.2,-1.0,0.5,10.4,3.2,-1.3
COc1ccc(C2(CNC(=O)c3cccc([N+](=O)[O-])c3)CCOCC2)cc1,14.7,1.5,0.0,x,x,x,x,31.4
Cc1nc(N)nc(Cl)c1CCC1OCCO1,-4.5,-3.2,0.0,5.8,0.9,3.5,2.6,13.8
C/C(CC(=O)Nc1ccc2c(c1)OCCO2)=N\NC(=O)Cc1ccccc1,0.0,-10.0,0.1,-1.0,2.7,3.9,-1.8,10.4
CC(C)(C)NC(=O)C(c1ccc(O)cc1)N(C(=O)CCC(=O)Nc1ccccn1)c1ccc(F)cc1 (stereo not drawn),6.4,-6.8,0.3,-0.9,0.8,-4.6,-2.4,-8.3
COC(=O)[C@]1(C)N[C@H](CN(C)C(=O)NC(C)C)[C@@H]2C(=O)N(C)C(=O)[C@@H]21,-20.3,-6.2,0.2,-2.6,-2.4,6.4,2.3,32.4
O=C(Nc1ccc(CSc2ccccc2)cc1)c1ccco1,-207.4,-7.3,-0.1,-8.6,-0.7,-2.3,-67.5,0.7
O=C(c1ccc(S(=O)(=O)c2ccccc2)cc1)N1CCCCCC1,-3.3,-4.0,0.2,x,x,x,-6.2,14.8
O=C(OCc1cn([C@H]2C[C@H](c3ccccc3)N(CC3CCCCC3)C[C@@H]2O)nn1)c1ccccc1,7.1,x,0.1,-3.8,2.3,0.4,10.6,-12.6
COc1cc(C2C3=C(CC(C)(C)CC3=O)NC3=C2C(=O)c2ccccc23)ccc1O (stereo not drawn),19.7,7.1,0.4,x,-0.3,-1.2,11.9,11.6
CC(C)C#Cc1ccc2c(c1)O[C@@H](CN(C)C(=O)c1ccccc1)[C@H](C)CN([C@H](C)CO)S2(=O)=O,-16.7,-4.8,-0.1,6.7,-3.1,-3.0,10.7,-8.5
Cn1cc(C(=O)N2CCN(c3cccc(Cl)c3)CC2)c(=O)c2cc(S(=O)(=O)N3CCOCC3)ccc21,6.3,5.9,0.4,-3.8,-1.6,x,x,-1.6
CCN(c1ccccc1)S(=O)(=O)c1ccc2c(c1)CCCN2C(C)=O,2.1,1.7,0.0,12.3,-1.6,-3.3,2.5,17.1
Cc1ccc(N=C2NC(=O)/C(=C/c3cccn3C)S2)c(C)c1,-15.7,2.2,0.0,0.2,0.0,-3.8,-3.7,1.8
COc1cc(C(=O)NC(C)c2ccc(S(N)(=O)=O)cc2)ccc1OCC(=O)N1CCOCC1 (stereo not drawn),6.5,0.4,0.3,-6.5,0.8,-8.3,-3.4,23.7
C[C@H]1CN([C@@H](C)CO)C(=O)c2cc(NC(=O)c3ccncc3)ccc2O[C@@H]1CN(C)C(=O)Nc1ccc(C(F)(F)F)cc1,1.6,x,-1.0,15.7,-1.5,-1.4,-5.5,14.1
CO[C@H](CN(C)S(=O)(=O)c1ccccc1)[C@@H](C)CN(C(=O)Nc1ccccc1F)[C@H](C)CO,x,-6.5,0.0,1.8,4.7,-2.0,-18.3,-7.0
O=C(O)CCC(=O)Nc1cccc(-c2nnc(-c3ccccc3)o2)c1,-22.7,3.9,0.1,2.1,-0.2,3.4,-13.9,11.8
CCOC(=O)C1(C)CCN1C(=O)/C=C/c1ccccc1 (stereo not drawn),17.5,x,0.0,6.2,2.5,7.6,-5.5,16.9
O=C(Nc1nnc(-c2ccc(Cl)s2)o1)C1CCCCC1,-6.4,10.0,0.0,-3.3,2.0,1.5,-10.5,-3.4
O=C(COC(=O)CNS(=O)(=O)c1ccc(Br)cc1Cl)NC1CC1,-15.9,-7.9,0.2,-4.7,-1.4,0.6,-3.2,8.6
CCc1ccc(C(c2ccc(CC)cc2)C(Cl)Cl)cc1,x,x,x,2.2,-3.1,0.7,-3.4,48.2
C[C@@H]1CCCCO[C@H](CN(C)S(=O)(=O)c2ccccc2)[C@H](C)CN([C@@H](C)CO)C(=O)c2cc(NC(=O)Nc3ccc4c(c3)OCO4)ccc2O1,14.1,18.0,0.0,8.8,-3.2,2.6,4.4,-4.7
Cc1nc2ccc(C(=O)Nc3ccccc3Cl)cc2s1,-38.4,-3.4,0.1,-4.4,-0.7,0.6,-119.2,1.3
CC(=O)Nc1ccc(CN2C(=O)C(Cc3ccccc3)ON=C2c2ncccc2C)cc1 (stereo not drawn),-0.6,x,0.1,-9.2,3.3,-0.5,4.5,-4.9
COc1ccc(NC(=O)Nc2ccc3c(c2)C(=O)N([C@@H](C)CO)C[C@@H](C)[C@H](CN(C)Cc2ccc(C(=O)O)cc2)OCCCC[C@H](C)O3)cc1,-11.2,2.2,0.0,1.6,-1.1,9.2,5.1,1.6
COc1ccc(OC)c(Cc2cnc3nc(N)nc(N)c3c2C)c1,x,16.3,1.5,9.3,3.0,1.2,62.9*,32.8
N#Cc1ccc(NC(=O)CNc2cc(S(=O)(=O)N3CCOCC3)ccc2NCC2CCCO2)cc1 (stereo not drawn),-3.4,1.8,0.0,-3.7,-5.8,3.4,3.5,-3.2
COc1ccc(C(C)C)cc1-c1cc(C(=O)NCc2cccc(C(F)(F)F)c2)[nH]n1,20.9,x,0.0,-4.3,1.0,-2.5,5.0,17.2
C[C@H]1CN([C@@H](C)CO)C(=O)Cc2cc(NC(=O)Nc3ccc4c(c3)OCO4)ccc2O[C@H]1CN(C)C(=O)Nc1ccc(C(F)(F)F)cc1,8.9,-4.4,-1.2,-3.4,-2.8,-0.1,6.0,-10.5
CC(C)NCCCCOc1cccc(Br)c1,-3.8,-2.1,0.0,x,x,x,x,4.5
C[C@@H]1CCCCO[C@H](CN(C)S(=O)(=O)c2ccc(Cl)cc2)[C@@H](C)CN([C@H](C)CO)C(=O)c2cc(NC(=O)CCC(F)(F)F)ccc2O1,-17.1,-3.0,0.1,12.0,-1.9,2.6,1.6,-9.7
Cc1cc(C)c(C)c(S(=O)(=O)N2CCC(C(=O)N3CCCCCCC3)CC2)c1C,x,-3.2,0.1,0.0,-0.6,0.2,1.7,x
O=C(CS(=O)(=O)c1c[nH]c2ccccc12)N1CCCc2ccccc21,8.9,-3.3,0.2,-4.9,3.9,5.0,-1.4,-21.3
CC/C(=N\NC(=O)c1nnn(-c2nonc2N)c1-c1cccs1)c1ccccc1,-15.2,-1.1,0.1,-7.1,-1.2,5.3,x,3.6
COc1ccc(C(C)=O)cc1COC(=O)c1cc(C)nc2ccccc12,-2.9,-0.9,0.1,2.3,0.8,-6.5,-18.0,1.1
N#Cc1ccccc1S(=O)(=O)N1CCN(C(=O)C2CCC2)CC1,-7.0,-0.3,0.6,10.8,-3.5,0.7,-1.4,4.6
CCC(C)(C#CCN1CCCCC1)OC(C)=O (stereo not drawn),15.5,-6.6,0.0,4.4,-4.2,-10.1,6.1,-4.7
CC(C)(C)n1cn[nH]c1=S,0.0,15.1,0.0,-4.9,-2.8,-0.7,3.7,x
O=C(c1ccccn1)N1CC(=O)N2[C@@H](CO)[C@H](c3ccc(-c4cccc(F)c4)cc3)[C@@H]2C1,x,x,0.8,u,0.4,-15.8,14.7,8.6
Cn1c(=O)[nH]c(NCCc2ccc(O)cc2)c([N+](=O)[O-])c1=O,2.5,-2.2,0.3,3.0,-0.2,0.7,7.9,13.0
O=C(O)c1cccnc1SCc1cn2cc(Br)ccc2n1,12.6,-3.1,0.1,-2.0,2.1,2.9,13.9,5.8
FC(F)(F)c1ccc(CN2C[C@@H]3C(c4ccc(C(F)(F)F)cc4)C4(c5cccnc5)CC3(C4)[C@H]2c2ccccc2)cc1 (stereo partly drawn),32.4,-9.3,0.0,16.1,-1.8,2.5,28.5,-28.3
